# Mtb FBA inh = inhibits M. tuberculosis FBA enzyme | P9WQA3 | purified M. tuberculosis FBA, fluorescence read-out | inhibition, % at 1 µM | actives 2.3% (n = 360,000); in the data active = inhibition above about 27%;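 note: 0% = vehicle and 100% = reference inhibitor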
# Target sequence (P9WQA3 whole entry, looked up): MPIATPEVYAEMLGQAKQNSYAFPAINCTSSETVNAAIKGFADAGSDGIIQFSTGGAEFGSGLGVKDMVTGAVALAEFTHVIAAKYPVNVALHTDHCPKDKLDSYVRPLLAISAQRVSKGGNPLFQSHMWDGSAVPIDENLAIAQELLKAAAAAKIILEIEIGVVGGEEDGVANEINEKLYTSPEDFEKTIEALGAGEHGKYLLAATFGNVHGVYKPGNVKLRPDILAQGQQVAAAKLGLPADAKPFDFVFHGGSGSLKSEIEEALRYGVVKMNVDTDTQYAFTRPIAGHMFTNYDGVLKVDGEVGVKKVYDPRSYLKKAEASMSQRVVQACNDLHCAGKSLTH
# GDH-TPI inh = counter-screen for M. tuberculosis FBA inhibitors: GDH-TPI coupled enzymes; GDH-TPI coupled enzyme counterscreen, NADH absorbance; inhibition, % at 4.8 µM; actives 1.2% (n = 360,000); AID 588335;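 note: 0% = DMSO wells and 100% = wells lacking the enzyme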
# FadD28 FP inh = blocks FadD28 binding to the bisubstrate probe; fluorescence polarization; inhibition, % at 12.5 µM; actives 0.22% (n = 360,000); in the data active = inhibition above about 8.5%, passing the limit was not always enough; inconclusive = no clear call, values can overlap the other calls
# MazF activator = MazEF (E. coli) toxin RNase activation. P0AE70. FAM/BHQ RNA-DNA oligo cleavage fluorescence, 5 h. activation, % at 20 µM. actives 0.32% (n = 350,000). AID 504720; in the data active = activation above about 50%
# Target sequence (P0AE70 whole entry, looked up): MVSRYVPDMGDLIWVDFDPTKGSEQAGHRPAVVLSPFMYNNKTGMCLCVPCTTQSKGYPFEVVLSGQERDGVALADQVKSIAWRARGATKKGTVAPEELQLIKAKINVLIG
# BoNT-F LC inh = inhibitors of Botulinum neurotoxin F light chain protease; Multiplex microsphere protease cleavage assay, flow cytometry; inhibition, % at 10 µM; actives 0.22% (n = 360,000); in the data active = inhibition above about 35%, passing the limit was not always enough; inconclusive = no clear call, values can overlap the other calls; note: plate controls were buffer without enzyme for full effect and enzyme alone for no effect
# CCHFV vOTU inh = CCHFV vOTU protease inhibition | actives 0.55% (n = 370,000) | inhibition, % at 11.5 µM | Pep-AMC fluorescence; note: 0% = vehicle wells with enzyme and 100% = no enzyme wells
# VHR inh abs = inhibitors of human VHR1 phosphatase (DUSP3). P51452. recombinant VHR phosphatase, pNPP absorbance. inhibition, % at 13.3 µM. actives 0.52% (n = 290,000). AID 1654; in the data active = inhibition above about 50%; note: some compounds called inactive have numbers as strong as hits
# Target sequence (P51452 whole entry, looked up): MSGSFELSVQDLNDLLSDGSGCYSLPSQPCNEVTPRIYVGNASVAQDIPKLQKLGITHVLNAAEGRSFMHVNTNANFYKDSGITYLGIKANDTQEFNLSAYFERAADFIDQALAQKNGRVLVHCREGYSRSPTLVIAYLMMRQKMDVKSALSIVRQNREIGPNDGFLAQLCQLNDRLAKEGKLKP
# Rv3671c inh = inhibitors of M. tuberculosis serine protease Rv3671c | P9WHR9 | inhibition, % at 5.96 µM | actives 0.048% (n = 320,000) | AID 2606; in the data active = inhibition above about 38%;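 note: extracellular domain of Rv3671c used as enzyme; 0% = enzyme with DMSO and 100% = no enzyme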
# Mtb BioA inh = blocks M. tuberculosis BioA enzyme activity | actives 0.096% (n = 360,000) | inhibition, % at 9.99 µM | purified M. tuberculosis BioA enzyme, plate reader; in the data active = inhibition above about 40%; inconclusive = no clear call, values can overlap the other calls
# Mtb UGM inh = Mtb UDP-galactopyranose mutase inhibition | AID 504406 | P9WIQ1 | actives 0.06% (n = 320,000) | purified UGM, fluorescence polarization probe displacement | inhibition, % at 10 µM; in the data active = inhibition above about 10%, passing the limit was not always enough; inconclusive = no clear call, values can overlap the other calls
# Target sequence (P9WIQ1 whole entry, looked up): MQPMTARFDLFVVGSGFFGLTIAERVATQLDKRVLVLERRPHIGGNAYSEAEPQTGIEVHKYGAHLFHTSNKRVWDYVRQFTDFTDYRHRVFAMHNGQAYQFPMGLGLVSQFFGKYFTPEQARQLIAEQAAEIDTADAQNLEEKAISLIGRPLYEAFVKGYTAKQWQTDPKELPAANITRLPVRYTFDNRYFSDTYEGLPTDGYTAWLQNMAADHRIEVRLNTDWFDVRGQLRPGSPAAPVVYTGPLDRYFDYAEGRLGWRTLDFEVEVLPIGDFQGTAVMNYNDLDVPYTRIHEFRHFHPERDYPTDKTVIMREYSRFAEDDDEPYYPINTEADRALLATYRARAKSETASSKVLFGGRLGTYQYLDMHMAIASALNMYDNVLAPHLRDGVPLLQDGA
# Numbers without * were called inactive; i = inactive; ? = inconclusive; / = not tested or not shown. Cut-off read from the data, not from the text of the source, unless noted: active = inhibition above about 30%; inactive = the rest. This is a random part of the collection; 4.9% or so of the library scored in one or more.
no.	SMILES	Mtb FBA inh	GDH-TPI inh	FadD28 FP inh	MazF activator	BoNT-F LC inh	CCHFV vOTU inh	VHR inh abs	Rv3671c inh	Mtb BioA inh	Mtb UGM inh
1	CN1/C(=C\C=C(/C#N)C(=O)Nc2ccccc2F)C(C)(C)c2ccccc21	-5	-4	-1.7	i	1	-14	8	-10	/	3.2
2	CC(C)c1ccccc1NC(=S)N1CCN(Cc2ccc3c(c2)OCO3)CC1	1	2	0.0	-10	-4	3	32	-4	/	1.2
3	OCCC1CN(Cc2cc3c(cc2Cl)OCO3)CCN1C1CCCC1 (centres undefined)	1	10	-0.8	-10	-3	-9	18	-10	/	-2.4
4	Cc1ccc(C(=O)NN2C(=O)/C(=C/c3cn(C)c4ccccc34)SC2=S)cc1	-4	12	6.1	-41	23	-18	8	-3	/	-0.8
5	CCC(C)(C)n1nnnc1CN1CCN(c2nc3cc(OC)ccc3cc2C#N)CC1	3	5	-4.2	7	-4	-3	-15	-9	-1.1	2.4
6	COC(=O)C1C(c2ccc(OC)cc2)C(C(=O)OC)S(=O)(=O)C(CCN2CCCCC2)S1(=O)=O (centres undefined)	-2	15	-3.8	-1	2	-1	6	2	/	1.8
7	COc1ccc(Nc2c3c(nc4c(-c5ccccc5)c(C)nn24)CCC3)cc1	0	4	-2.0	2	5	-6	5	7	/	-1.6
8	CC1CCCCN1C(=O)NC12CC3CC(CC(C3)C1)C2 (centres undefined)	-4	4	-1.2	2	2	0	13	2	-4.4	-0.5
9	COc1ccccc1C1=CC(=O)C[C@H](c2ccc3c(c2)OCO3)C1	0	-3	-0.8	5	-1	6	/	-4	-1.1	-2.6
10	Cc1ccccc1NC(=O)c1ccc(S(=O)(=O)C(F)F)cc1	-2	5	-1.8	0	-6	20	30	0	/	-1.3
11	O=C(CSc1nc(-c2ccco2)cc(C(F)(F)F)n1)NCc1cccs1	-1	13	1.5	-10	-4	1	-5	-2	/	1.2
12	O=C(NCc1cccnc1)c1ccc(COc2ccc(Cl)cc2Cl)o1	0	-6	-2.8	3	-2	-5	12	-8	/	-0.1
13	Cc1nn(C)c(C)c1P(=S)(c1c(C)nn(C)c1C)N(C)C	5	3	-3.8	-3	-18	1	3	-9	-1.5	2.1
14	CCOC(=O)N1CCN(c2cc(N)c([N+](=O)[O-])cc2F)CC1	-10	11	-4.2	-9	0	35*	16	8	2.8	2.1
15	O=C1Cc2ccccc2C(=O)N1OCc1ccc(Cl)cc1Cl	1	5	0.1	0	-15	36*	-17	-30	/	1.6
16	COc1ccc2ccccc2c1C1CC(=O)N2CN(Cc3ccco3)CSC2=C1C#N (centres undefined)	-2	14	-0.7	3	-2	33*	9	-32	-0.8	2.4
17	O=P(OC1CCCCC1)(OC1CCCCC1)C(O)c1c(Cl)cccc1Cl (centres undefined)	1	1	0.0	0	-5	22	26	1	-0.3	-7.5
18	ON=C1CCN(c2ncc(C(F)(F)F)cc2Cl)CC1	1	7	-0.4	4	-4	0	-10	-5	-3.3	0.2
19	COc1ccc(C2C(=O)N(C3CCCCCC3)CC(=O)N2Cc2ccccc2)cc1OC (centres undefined)	-2	-1	-2.6	2	0	-16	43	-2	/	1.2
20	CC(=O)Nc1ccc(S(=O)(=O)NCc2ccc3c(c2)cc(C)n3C)cc1	0	13	3.2	-2	-112	2	36	0	-1.5	1.7
21	COc1cc2c(c(OC)c1OC)-c1c(cc3c(c1OC)OCO3)C[C@H](C)[C@@](C)(O)C2	3	-10	-0.7	0	-6	5	4	-1	0.2	-2.0
22	CSc1ncc(/C=C2/C(=O)NC(=O)N(c3ccc(Cl)cc3)C2=O)cn1	-7	0	-2.5	-4	-3	5	37	/	/	/
23	O=C(CC1C(=O)NCCN1C(=O)Nc1ccccc1)Nc1ccc(F)cc1 (centres undefined)	1	14	-0.8	5	?	0	27	-1	/	-1.0
24	Cn1cc(CNC(=O)C23CC4CC(CC(C4)C2)C3)cn1	3	5	-0.2	-4	36*	2	3	2	-1.0	1.6
25	Cc1ccc(-n2ncc(Br)c(Br)c2=O)cc1	0	3	0.6	3	0	/	2	/	1.6	/
26	O=C(NNC(=O)c1ccc(-c2ccccc2)cc1)Nc1ccc(F)cc1F	1	3	0.0	-14	6	-11	14	-17	-1.1	1.9
27	COC(=O)c1ccc(S(=O)(=O)N2CCCN(Cc3ccc(F)cc3)CC2)n1C	6	3	0.9	0	/	3	16	3	/	-1.0
28	CC1=Nn2c(nnc2-c2ccccn2)SC1	4	3	-2.8	-3	-2	-2	-6	3	/	-1.8
29	C=CCn1c(=O)c2c(nc3n2CCS3)n(C)c1=O	3	-7	0.8	4	-1	-6	1	7	1.9	-1.4
30	COc1ccc(NS(=O)(=O)c2ccc(C(=O)N(C)Cc3cccs3)cc2)cc1	4	-2	-0.9	5	-8	-11	/	/	0.3	/

# Screen by screen, quoted from above.
# FadD28 FP inh, entries 18–29 → -0.4, -2.6, 3.2, -0.7, -2.5, -0.8, -0.2, 0.6, 0.0, 0.9, -2.8, 0.8
# CCHFV vOTU inh, entries 18–29 → 0, -16, 2, 5, 5, 0, 2, /, -11, 3, -2, -6
# BoNT-F LC inh, entries 18–29 → -4, 0, -112, -6, -3, ?, 36*, 0, 6, /, -2, -1

# The list goes on.
no.	SMILES	Mtb FBA inh	GDH-TPI inh	FadD28 FP inh	MazF activator	BoNT-F LC inh	CCHFV vOTU inh	VHR inh abs	Rv3671c inh	Mtb BioA inh	Mtb UGM inh
31	CC1CN(c2ccc([N+](=O)[O-])cc2Cl)CCN1S(C)(=O)=O (centres undefined)	2	29	-1.2	4	-11	6	5	9	/	0.2
32	O=C(CCc1ccc(S(=O)(=O)N2CCOCC2)cc1)OCC(=O)c1ccccc1	-5	-4	-3.3	2	-8	10	/	-2	-1.0	-0.5
33	OC(CNCCc1c[nH]c2ccccc12)C(F)(F)F (centres undefined)	0	0	-1.5	3	-16	-13	39	3	-0.5	0.0
34	CSc1nnc(C)c(=O)n1COC(=O)c1ccccc1	-2	0	0.1	-5	-1	-10	31	5	/	-4.2
35	CC1(C(=O)NS(=O)(=O)c2cccs2)CCN1C(=O)Cc1ccccc1 (centres undefined)	1	5	-1.2	/	-3	5	/	/	-0.2	/
36	O=C(Nc1ccc2c(c1)OCO2)c1cc(C2CCCN(C(=O)C3CCCCC3)C2)on1 (centres undefined)	3	1	0.2	/	0	6	/	/	3.2	/
37	CC(=O)NC(CC(=O)NNC(=O)c1cccs1)c1ccccc1 (centres undefined)	3	5	-2.0	7	-12	-11	/	2	0.0	-0.9
38	COc1ccc2c(c1)c1nc3n(c(=O)c1n2CC(=O)Nc1cc(C)[nH]n1)CCS3	/	/	/	/	/	-34	23	-1	/	-3.3
39	CCOc1ccccc1-c1nc(CN2CCCC2c2nccs2)c(C)o1 (centres undefined)	-2	-2	-1.1	-16	-3	-6	25	0	-1.0	1.6
40	O=C(NCCO)c1nc(C(=O)c2ccc(Cl)cc2)c2ccccc2n1	4	10	-0.5	9	-8	9	/	2	-2.2	0.5
41	CC(=O)N1c2ccc(S(=O)(=O)N3CCCC(C(=O)NCc4ccc(Cl)cc4)C3)cc2CC1C (centres undefined)	0	3	-3.6	1	17	-4	53*	-8	/	1.7
42	Cc1ccc(OCCNC(=O)Cc2ccc(F)cc2)cc1	-4	3	-3.0	3	-5	-2	9	1	0.0	0.6
43	Cc1ccc(NC(=O)Cn2nnc(-c3ccccc3-n3cnnn3)n2)c(C)c1	-4	-8	-3.6	2	-5	-5	-12	-7	-1.1	-0.9
44	O=C(CSc1nc2ncc(Cl)cc2[nH]1)N1CCC(Cc2ccccc2)CC1	3	2	-2.4	-7	1	2	/	-10	-0.5	-2.0
45	CC1CCN(C(=O)Cn2c3ccccc3c3nc4n(c(=O)c32)CCS4)CC1	12	9	-0.7	7	2	-8	-14	10	2.1	4.7
46	COC(=O)C1CSC2c3ccccc3C(=O)N12 (centres undefined)	2	6	-1.0	5	?	19	/	-2	-1.6	0.5
47	CCOC(=O)c1[nH]c(C)c(/C(O)=C2\C(=O)C(=O)N(CCCN3CCOCC3)C2c2cccs2)c1C (centres undefined)	0	27	-4.5	3	?	-9	25	5	/	1.8
48	CC1(C)Oc2ccc3ccc(=O)oc3c2[C@@H](O)[C@@H]1O	59*	18	0.5	0	-8	-35	/	-3	-2.7	1.4
49	C=CCn1c(SCc2ccc(C#N)cc2)nnc1-c1cccc(Cl)c1	-1	-2	-2.5	6	-8	7	1	8	25	0.6
50	COC(=O)CNC(=O)c1ccc(F)cc1	-2	-2	0.6	7	3	0	17	0	-2.1	-1.0
51	CCCc1cc(C(=O)Nc2cc(C)on2)no1	3	-1	-1.5	1	-15	4	-4	0	1.2	0.6
52	CCNC(=S)Nc1ccc(N(c2ccccc2)C(C)C)cc1	-2	3	0.2	-5	-13	/	-2	-1	/	-0.4
53	O=C(Nc1ccccc1N1CCCC1)C1=COCCO1	0	0	-3.2	4	6	3	/	4	-1.2	-1.9
54	c1ccc(COc2ccc(OCCCCN3CCCCC3)cc2)cc1	1	2	-1.8	8	-13	12	16	-4	-3.4	2.9
55	Cn1c(=O)[nH]c(=O)c2c1nc(SCCO)n2CCCc1ccccc1	1	-13	0.6	10	?	-11	1	0	-1.8	0.4
56	COC(=O)NC(=C(Cl)Cl)S(=O)(=O)c1ccccc1	-2	-13	-4.0	-6	-3	9	4	1	-0.6	3.5
57	CSc1nc(N)nc2c1ncn2C1OC(CO)CC1O (centres undefined)	3	4	-2.9	2	2	1	/	/	/	/
58	CC1CCCN(Cc2nc3c(c(=O)n(C)c(=O)n3C)n2CC(=O)c2ccccc2)C1 (centres undefined)	-2	3	-5.5	4	-1	9	6	0	2.2	1.9
59	Cc1cc(=O)[nH]c(N/N=C/c2ccc(Cl)cc2Cl)n1	3	5	-1.1	0	32	4	10	7	1.4	-1.0
60	Cc1cccc(Nc2nc(N)c([N+](=O)[O-])c(NCc3ccccc3)n2)c1	-2	15	-1.2	1	/	15	9	-36	-0.1	-1.1

# Nothing new here: 2 of the compounds above.
no.	SMILES	Mtb FBA inh	GDH-TPI inh	FadD28 FP inh	MazF activator	BoNT-F LC inh	CCHFV vOTU inh	VHR inh abs	Rv3671c inh	Mtb BioA inh	Mtb UGM inh
52	CCNC(=S)Nc1ccc(N(c2ccccc2)C(C)C)cc1	-2	3	0.2	-5	-13	/	-2	-1	/	-0.4
53	O=C(Nc1ccccc1N1CCCC1)C1=COCCO1	0	0	-3.2	4	6	3	/	4	-1.2	-1.9

# Next section:
no.	SMILES	Mtb FBA inh	GDH-TPI inh	FadD28 FP inh	MazF activator	BoNT-F LC inh	CCHFV vOTU inh	VHR inh abs	Rv3671c inh	Mtb BioA inh	Mtb UGM inh
61	CCOC(=O)N1CCC(NS(=O)(=O)c2cc(Br)cc3c2N(C(=O)CC)CC3)CC1	2	0	0.2	8	10	-2	18	4	-2.7	-2.3
62	O=C(NNC(=O)c1ccccc1Br)c1ccc2nc[nH]c2c1	2	-4	1.4	-4	6	8	6	-5	-0.1	1.7
63	CS(=O)(=O)N(CC(=O)NC1CCCC1)c1ccc2c(c1)OCCO2	-1	-5	-3.1	2	-17	-1	-1	-5	-1.6	1.9
64	CSC(=NCc1ccc(F)cc1)NS(=O)(=O)c1cccs1	-1	4	-1.9	1	-1	-8	34	-10	/	-1.2
65	O=C(CSc1nncs1)Nc1ccc(Cl)cn1	0	6	0.5	5	1	-3	13	-1	/	-0.3
66	CC1(C)CC(=O)CC2(C1)NCC(c1ccccc1)c1c2[nH]c2ccccc12 (centres undefined)	-2	2	-2.3	7	-4	7	8	9	0.7	0.9
67	NC(=O)CC(NC(=O)Cc1ccc(Br)cc1)c1ccc(N2CCC(N3CCCCC3)CC2)c([N+](=O)[O-])c1 (centres undefined)	1	4	-2.7	2	-7	-2	33	7	0.9	-0.1
68	O=C(NCc1cccnc1)c1ccc(S(=O)(=O)Nc2ccccc2)cc1	-2	0	-2.8	-3	-2	-6	/	9	0.9	3.9
69	COc1ccccc1C1CN(c2ccc(F)cc2F)N=C1c1cccs1 (centres undefined)	83*	10	-2.6	-4	6	-50	12	9	-1.4	2.2
70	CCC(C)c1ccc(OCC(=O)O)cc1 (centres undefined)	-1	-5	-3.8	1	4	0	-18	-5	-1.4	0.0

# Assay outcomes as filed in PubChem BioAssay.
